Diaph act CS = counter-screen for diaphorase-based assays: diaphorase activators and chemical reducers; Diaphorase/resazurin coupled assay, resorufin fluorescence, 16 min; stronger effect = higher value; 1 = vehicle wells, 0 = NADH-free wells; activation factor at 20 µM; AID 1229; 0.005% of 190,000 active;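 active means diaphorase activity raised at least twofold by the compound at 20 µM; inactive means activation factor below 2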
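Material: bacterial diaphorase enzyme (C. kluyveri); amount: enzyme 0.07 U/mL final; reagent: NADH substrate 0.114 mM plus resazurin dye 0.1 mM, final; doses: single compound dose of 20 µM, 1% DMSO final; timing: 16 min enzyme reaction, ambient temperature; measured by: fluorescence of resorufin, 544 nm excitation, 590 nm emission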
PMI activator = activators of human phosphomannose isomerase | P34949 | purified human PMI, coupled resazurin fluorescence, 20 min; stronger effect = higher value; 1 = vehicle control, 0 substrate-free wells | activation factor at 20 µM | 0.005% of 190,000 active | AID 1214;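 active means activation factor of 2 or more at 20 µM, relative to plate controls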
Target sequence (P34949 whole entry, looked up): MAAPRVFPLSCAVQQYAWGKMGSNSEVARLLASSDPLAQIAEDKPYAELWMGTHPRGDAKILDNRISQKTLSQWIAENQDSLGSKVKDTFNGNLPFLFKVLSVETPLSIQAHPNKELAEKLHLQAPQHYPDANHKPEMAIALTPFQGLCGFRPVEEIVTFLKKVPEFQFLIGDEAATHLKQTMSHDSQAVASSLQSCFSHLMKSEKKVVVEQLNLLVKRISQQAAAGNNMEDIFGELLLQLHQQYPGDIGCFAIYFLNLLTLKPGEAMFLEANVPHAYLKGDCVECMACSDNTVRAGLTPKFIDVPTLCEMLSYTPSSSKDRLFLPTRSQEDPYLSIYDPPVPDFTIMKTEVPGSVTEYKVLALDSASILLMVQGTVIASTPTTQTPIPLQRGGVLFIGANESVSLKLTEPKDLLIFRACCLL
Diaph inh CS = inhibits diaphorase or chemically oxidizes, flagging diaphorase assay artifacts; diaphorase resazurin-to-resorufin fluorescence, NADH, 16 min; bacterial (C. kluyveri) enzyme, not human; inhibition, % at 20 µM; 0.69% of 190,000 active; AID 1217;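 active means primary screen inhibition at 20 µM above a set limit, cut at about 50% in these data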;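 further: plate controls were DMSO with full reaction for no effect and wells lacking NADH for full effect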
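Benchmarks: positive control wells lacking NADH, neutral wells with DMSO only. System: bacterial diaphorase enzyme (C. kluyveri). Input: 0.14 U/mL diaphorase, enzyme working solution. Detection: resorufin fluorescence, excitation 544 nm, emission 590 nm. Times: 16-min room-temperature incubation before reading.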
TNAP inh no acc = TNAP (human) inhibition, acceptor-free conditions; inhibition, % at 20 µM; AID 1012; 0.26% of 200,000 active; P05186; purified TNAP, CDP-star luminescence, 30 min;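 active means tissue-nonspecific alkaline phosphatase inhibition above about 50% at 20 µM in the single-dose screen, limit read from the data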;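 further: 0% = DMSO negative control and 100% = EDTA positive control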
Target sequence (P05186 whole entry, looked up): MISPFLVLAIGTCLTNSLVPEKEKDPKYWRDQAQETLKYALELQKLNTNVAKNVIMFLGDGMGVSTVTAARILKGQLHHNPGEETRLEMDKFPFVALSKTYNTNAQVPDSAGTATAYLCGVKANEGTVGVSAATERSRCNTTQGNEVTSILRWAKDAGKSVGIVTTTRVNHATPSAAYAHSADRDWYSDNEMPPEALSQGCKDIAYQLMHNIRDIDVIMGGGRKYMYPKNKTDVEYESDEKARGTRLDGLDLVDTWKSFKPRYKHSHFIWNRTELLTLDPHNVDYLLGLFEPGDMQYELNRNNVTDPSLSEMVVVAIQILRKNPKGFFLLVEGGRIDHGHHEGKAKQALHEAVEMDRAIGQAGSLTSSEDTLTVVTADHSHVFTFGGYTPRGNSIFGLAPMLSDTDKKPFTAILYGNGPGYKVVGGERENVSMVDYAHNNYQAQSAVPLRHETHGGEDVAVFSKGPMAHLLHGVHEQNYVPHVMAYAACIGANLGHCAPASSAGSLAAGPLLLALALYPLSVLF
L major viab = inhibitors of Leishmania major promastigote growth; Leishmania major promastigotes, resazurin fluorescence viability; inhibition, % at 10 µM; 9% of 200,000 active; AID 1063; in the data active means inhibition above about 50%;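 further: promastigotes grown with compound for 44 hours at 28 °C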
PMI act satM6P = PMI (human) activation, high substrate | P34949 | coupled PMI enzyme assay, resazurin fluorescence, 20 min; stronger effect = higher value; 1 = untreated enzyme, 0 = substrate-free blank | activation factor at 20 µM | 0.34% of 190,000 active;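 active means activation factor of 2 or more at 20 µM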
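Test system: Human PMI in coupled enzyme assay | Input: 15 ng/mL PMI | Medium: HEPES-buffered pH 7.4 with magnesium and detergent | Compound: One concentration, 20 µM, in 1% DMSO | Incubation: Enzyme reaction with compound 20 min at room temperature | Detection: Diaphorase-driven resazurin-to-resorufin fluorescence, excitation 544, emission 590 nm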
TNAP act hiacc = TNAP (human) activation, high acceptor; P05186; purified TNAP, CDP-star luminescence, 1 M DEA, 30 min; stronger effect = higher value; 0 = EDTA background, 1 = DMSO-only activity; activation factor at 20 µM; 200,000 tested, under 10 active;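 active means activation factor at least 2 at 20 µM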
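Dosing: 20 µM single point. System: human TNAP. Amount: TNAP 1/800 final. Incubation: 30 min, room temperature. Read-out: TNAP activation factor scaled between EDTA and DMSO control wells. Signal: luminescence from CDP-star hydrolysis. Medium: 1 M DEA, pH 9.8, Mg2+, Zn2+. Control set: EDTA negative control, DMSO positive control.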
bIAP inh = intestinal alkaline phosphatase (bovine) inhibition. inhibition, % at 20 µM. AID 1019. 190,000 tested, under 10 active. purified bovine IAP, CDP-star luminescence, 30 min;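 active means over 50% inhibition of intestinal alkaline phosphatase at 20 µM in the single-dose screen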
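test system = bovine IAP enzyme | medium = DEA buffer 100 mM, pH 9.8, with MgCl2 1.0 mM, ZnCl2 0.02 mM | detection = luminescence | dosing = single compound dose of 20 µM, 2% DMSO final | incubation = 30 min reaction at room temperature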
TNAP inh hiacc = blocks human TNAP under high phosphate acceptor concentration; P05186; purified TNAP, CDP-star luminescence, 1 M DEA; inhibition, % at 20 µM; 0.03% of 200,000 active;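 active means over 50% inhibition of tissue-nonspecific alkaline phosphatase at 20 µM in the single-dose screen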;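 further: plate controls were DMSO wells for no effect and EDTA-quenched wells as full inhibition for full effect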
bIAP act = intestinal alkaline phosphatase (bovine) activation | purified bovine IAP, CDP-star luminescence, 30 min; stronger effect = higher value; fold of DMSO-control signal, blank-subtracted | activation factor at 20 µM | 0.17% of 200,000 active | AID 1016;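 active means activation factor of 2 or more at 20 µM, a signal rise over negative controls twice the positive control's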
Numbers without * were called inactive; . = not tested or not shown.

SMILES	Diaph act CS	PMI activator	Diaph inh CS	TNAP inh no acc	L major viab	PMI act satM6P	TNAP act hiacc	bIAP inh	TNAP inh hiacc	bIAP act
CC1CCC2C(=O)N(c3cccc(OS(=O)(=O)c4ccccc4)c3)C(=O)C2C1 (stereo unspecified)	0.8	0.9	25	-9	-7	0.9	1	-13	-2	1.1
CC1CCC(NC(=O)C2CCN(C(=O)NC3CCCCC3)CC2)CC1 (stereo unspecified)	0.9	0.9	8	-6	2	1	1	3	-1	1
COc1ccc(C(=O)NC(=S)NNC(=O)c2cnccn2)cc1	0.4	0.7	65*	-89	100*	1.1	1	5	4	0.9
CC(=O)c1ccc(Cc2ccc(C(C)=O)cc2)cc1	1.1	1.1	-6	-3	-7	1	1	11	2	0.9
COc1cccc(CN(C)CC(=O)NC(=O)NCc2ccco2)c1	0.9	1	13	-16	7	1	1.1	2	-6	1
CCOC(=O)c1cc(S(=O)(=O)N2CCN(C(=O)OCC)CC2)cn1C	0.9	0.9	10	-6	-8	0.9	1	-1	-4	1
COc1ccc(COc2ccccc2C(N)=O)cc1F	1	1.1	-2	0	-8	1	1	7	4	0.9
Cn1c(CNc2ccccc2)cc(=O)n(C)c1=O	0.8	0.9	20	-18	-14	0.9	1	18	-4	0.8
COCCNC(=O)c1ccc2c(=O)n(Cc3ccco3)c(SCC(=O)NC3CCCC3)nc2c1	1	1	-2	2	-5	1.1	1.1	-6	-6	1.1
CCC(=O)Nc1cc(C)c(NC(=O)c2ccco2)cn1	0.9	1	5	-7	-4	1	1	-5	-1	1
CCCCNC(=S)NNC(=O)c1csc2c1CCC(C)C2 (stereo unspecified)	0.9	1.2	7	-12	0	1.1	1.1	4	-7	1
C=CCn1nnnc1-c1cc(Cl)cc(Cl)c1	1	1.2	0	-6	0	1.1	1.1	-1	-6	1
CC(=O)OCC(=O)Nc1ccc(Cl)cc1Cl	0.8	1	18	-13	-7	1	1	10	-2	0.9
O=C(NNC1CC(=O)N(c2ccc3c(c2)OCCO3)C1=O)c1ccc(Cl)cc1 (stereo unspecified)	0.9	1.3	10	-7	-7	1.4	1	7	3	0.9
CC(Sc1ccc(Cl)cc1)C(=O)Nc1ccccc1-c1ccccc1 (stereo unspecified)	0.9	0.9	6	-20	10	0.9	1.1	.	-6	0.5
Cc1ccc2nsnc2c1S(=O)(=O)NC1CC1	1	0.9	2	-4	-1	1	1	-1	1	1
COC(=O)c1ccc(NC(=O)C(=O)N2CCN(C(=S)NCCc3ccccc3)CC2)cc1	0.8	0.9	24	-10	72*	0.9	1	9	-3	0.9
CCc1ccc(NC(=O)c2cnc3scc(C)n3c2=O)cc1	0.8	0.9	20	-13	-7	0.9	1	17	-2	0.8
COc1c(F)c(F)c(C(=O)Nc2ccc3oc(-c4ccncc4)nc3c2)c(F)c1F	0.9	1	6	-16	-7	1	1.1	11	-6	0.9
COc1cccc(CN(C)CC(=O)Nc2ccccc2C(C)C)c1	0.9	1	12	-3	27	1	1	-6	3	1.1
O=c1[nH]cnc2scc(-c3ccccc3)c12	0.9	1	13	3	-3	1	1.1	10	-8	0.9
O=C(COC(=O)c1cnc(Cl)c(Cl)c1)NCc1cccs1	0.9	1	10	-10	-3	1	1	-2	-3	1
Fc1cccc(CSc2ccc3nnc(-c4cccnc4)n3n2)c1	0.9	1	13	-7	31	1.1	1	-9	-4	1.1
Cn1cccc1C(=O)NC(=O)COC(=O)CNS(=O)(=O)c1ccc(Br)cc1	0.9	1	6	-13	0	1.1	1	11	-4	0.9
O=S(=O)(Nc1ccc(Cl)cn1)c1ccccc1	1	1.1	1	-8	15	1.1	1.1	7	-8	0.9
COc1cccc(SCc2noc(C(=O)NC(C)C)c2C(=O)O)c1	1.1	1	-7	-10	-13	1.1	1	0	-2	1
CN1CCN(C(=O)c2cc(Oc3c(F)c(F)c(F)c(F)c3F)cc(C(=O)N3CCN(C)CC3)c2)CC1	1	1.1	0	-7	-2	1.2	1.1	-16	-6	1.2
O=C1SCC(c2ccc(Cl)cc2Cl)=NN1Cc1nnc(-c2ccccc2)o1	0.9	0.9	14	2	1	0.9	1	7	-1	0.9
O=C(NCCCN1CCOCC1)c1cc2c(s1)CSC2	1	0.9	-3	-16	80*	0.9	1	-5	0	1
O=C(NCCCN1CCCC1)c1cccc(N2CCCC2=O)c1	1.2	1	-22	-10	-3	1.1	1	-20	-3	1.2
Nc1nc(CN2CCN(c3ccccc3F)CC2)nc(Nc2ccc3c(c2)OCCO3)n1	0.9	1	10	-4	43	1	1	-12	-5	1.1
O=C(CNC(=S)NC(=O)c1ccc(Br)o1)c1ccccc1	0.9	1.1	11	-23	-5	1.1	1	-2	0	1
O=C(COc1ccc(Br)cc1)c1ccc2c(c1)CCCC2	0.9	0.9	9	-9	-6	1	1	38	-3	0.6
Cc1occc1C(=O)N1CCN(Cc2ccccc2)CC1	0.8	0.9	15	-6	1	0.9	1	6	-2	0.9
Cc1cccc(OCC(=O)NCC(=O)N/N=C/c2cccs2)c1	0.9	0.8	10	-2	-3	0.9	1	2	-1	1
COc1ccc(Cl)cc1C(=O)O/N=C(\N)c1ccc(Cl)cc1	0.9	0.9	13	-7	16	1	1	12	0	0.9
O=C(N/N=C/c1cccc(Br)c1)c1ccc(Cn2cc(Br)cn2)o1	0.7	0.9	27	0	22	0.9	1	0	0	1
COCCOc1ccc(C(F)(F)F)cc1NC(=O)c1ccc(F)cc1	0.9	1	5	-8	1	1	0.9	-10	7	1.1
CN(C)S(=O)(=O)c1ccc(C(=O)OCC(=O)Nc2ccccc2OC(F)F)cc1	0.9	1.1	7	3	1	1.1	0.9	7	7	0.9
COc1ccc(-n2cccc2C=O)cc1	0.9	0.9	6	-12	-6	1	1	15	2	0.9
CC(C)N(Cc1ccccc1)C(=S)NCCN1CCOCC1	1	1	5	-12	7	1	1	-8	-4	1.1
Cc1cc(NC(=O)CSc2nnc(-c3ccncc3)n2N)ccc1Br	0.8	0.9	21	-1	32	0.9	1	5	0	0.9
CCn1c(=O)cc(SCC(=O)Nc2cccnc2)c2ccccc21	0.9	0.9	10	-7	-5	0.9	1	5	-2	0.9
COc1ccc(NC(=O)c2sc3cc(C(F)(F)F)cnc3c2-c2cccs2)cc1	0.9	1.1	8	-5	9	1.1	1	9	-4	0.9
COC(=O)Cc1c(C(=O)OC)nnn1-c1ccc(OC)cc1	1.1	1.1	-7	-2	0	1	1	-4	3	1
O=C(NC(Cc1c[nH]c2ccccc12)C(=O)N/N=C/c1ccc(Br)cc1)c1cccs1 (stereo unspecified)	0.9	0.9	8	-6	66*	0.9	1	-2	0	1
CNC(=O)c1ccccc1S(=O)c1ccccc1C#N (stereo unspecified)	1	1	1	-10	-4	1	1	10	-2	0.9
O=C(NC1CCCC1)C(c1cccs1)N(Cc1ccco1)C(=O)Cn1nnc(-c2cccs2)n1 (stereo unspecified)	0.7	0.9	28	10	48	0.9	1.1	7	-8	0.9

Whole records as entered above. Order of screens: Diaph act CS	PMI activator	Diaph inh CS	TNAP inh no acc	L major viab	PMI act satM6P	TNAP act hiacc	bIAP inh	TNAP inh hiacc	bIAP act
COC(=O)Cc1c(C(=O)OC)nnn1-c1ccc(OC)cc1 in the list: 1.1	1.1	-7	-2	0	1	1	-4	3	1
COc1ccc(-n2cccc2C=O)cc1 in the list: 0.9	0.9	6	-12	-6	1	1	15	2	0.9
Cc1cc(NC(=O)CSc2nnc(-c3ccncc3)n2N)ccc1Br in the list: 0.8	0.9	21	-1	32	0.9	1	5	0	0.9
CC(C)N(Cc1ccccc1)C(=S)NCCN1CCOCC1 in the list: 1	1	5	-12	7	1	1	-8	-4	1.1
O=C(NC(Cc1c[nH]c2ccccc12)C(=O)N/N=C/c1ccc(Br)cc1)c1cccs1 (stereo unspecified) in the list: 0.9	0.9	8	-6	66*	0.9	1	-2	0	1

Next compounds follow.
SMILES	Diaph act CS	PMI activator	Diaph inh CS	TNAP inh no acc	L major viab	PMI act satM6P	TNAP act hiacc	bIAP inh	TNAP inh hiacc	bIAP act
NS(=O)(=O)c1ccc(NC(=O)CSc2nnc(COc3ccccc3Cl)n2C2CC2)cc1	0.9	0.9	8	4	-2	1	1	4	0	1
CCN(CC)C(=O)CN(Cc1ccccc1)S(=O)(=O)c1ccc(F)cc1	0.9	1	14	-7	7	1.1	1.1	7	-7	0.9
CCCOc1ccc(C(=O)c2nc3c(n2O)CCCC3)cc1	0.9	1	12	-9	4	1	1	7	-5	0.9
CC(NC(=O)c1csc2ccccc12)C1CCCO1 (stereo unspecified)	1	1	-4	-2	-4	1	1	-7	-3	1.1
O=C(CN1CCOCC1)Nc1nc2ccc([N+](=O)[O-])cc2s1	0.9	0.8	13	3	-5	0.8	1	-12	5	1.1
CCCOc1cccc(C(=O)Nc2cc(NC(=O)c3ccco3)ccc2OC)c1	0.8	0.8	17	-9	3	0.9	1	0	-1	1
COC(=O)c1nc2n(n1)C(c1cccc(Cl)c1)C1=C(CC(C)(C)CC1=O)N2 (stereo unspecified)	0.7	0.9	31	-17	2	0.9	1.1	8	-6	0.9
CC(c1n[nH]c(=S)n1Cc1ccccc1)N(C)C (stereo unspecified)	1.1	1.1	-14	6	-5	1.1	1	5	4	0.9
Cc1cc(C(C)(C)C)oc1C(=O)OCC(=O)NC1CCCCC1	1	1.1	0	-7	-2	1	1	-23	-1	1.2
COC(=O)Cn1cnc2c1c(=O)n(C)c(=O)n2C	0.9	1	7	-15	0	1	1.1	33	-6	0.7
CC(C)Cn1cc(C(=O)NCCCOC(C)C)c2c3ccccc3n(C)c2c1=O	0.9	0.9	15	-9	-5	0.9	1	13	0	0.9
C(=N\n1cnnc1SCc1ccccc1)/c1ccco1	0.8	0.9	24	-18	-2	0.7	1	16	-4	0.8
CCOC(=O)c1ccc(NC(=S)NN2CCOCC2)cc1	0.9	0.9	12	-10	53*	0.9	1.1	14	-6	0.9
C=CCSc1nc(=O)n2cccc(C)c2n1	0.9	0.9	8	-8	-1	0.9	1	2	-1	1
CCN(CC)CCn1c(OC)cc(=O)[nH]c1=O	0.8	0.9	16	-17	-2	0.9	1.1	5	-6	1
O=C(c1n[nH]c2ccccc12)N1CCOCC1	1	1.1	0	22	-8	1.1	1	1	1	1
COc1ccc(Cc2nnc(SCC(=O)Nc3nc(C)cs3)o2)cc1	0.9	0.9	10	-14	-4	1	1.1	9	-5	0.9
